Screening results as filed in PubChem.
PvdQ inh: blocks Pseudomonas aeruginosa PvdQ acylase activity; purified PvdQ acylase, fluorescence plate reader; inhibition, % at 10 µM; 340,000 tested, 0.063% active; AID 488965; in the data active means inhibition above about 30%, passing the limit was not always enough;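 further: 0% = vehicle neutral wells and 100% = reference inhibitor wells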
NSD2 HMT inh: NSD2 (human) methyltransferase inhibition | 310,000 tested, 0.54% active | O96028 | inhibition, % at 12.5 µM | NSD2 peptide methylation, AlphaScreen, 120 min; in the data active means inhibition above about 50%
PfHsp90 set2: reduces growth (ATP signal) of yeast expressing P. falciparum Hsp90 | AID 504621 | inhibition, % at 9.4 µM | 310,000 tested, 0.32% active | S. cerevisiae expressing PfHsp90, BacTiter-Glo ATP, 48 h; yeast lacking PDR1 and PDR3 efflux regulators;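 active means every replicate shows inhibition above about 80%, whatever the replicate mean, limit read from the data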;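 further: 0% = DMSO neutral controls and 100% = 20 µM radicicol positive controls; yeast relying on Plasmodium falciparum Hsp90 in place of its own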
dFosB act: mouse delta FosB homodimer activation. 340,000 tested, 0.99% active. P13346. AID 493131. activation, % at 25 µM. purified delta FosB, TAMRA-CDK5 oligo fluorescence polarization; percent of positive-control signal above neutral wells;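 active means mean activation above about 17%, with every replicate also reaching it, limit read from the data, passing the limit was not always enough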;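 further: fluorescence polarization rise as delta FosB binds a TAMRA Cdk5 AP-1 oligo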
Target sequence (P13346 whole entry, looked up): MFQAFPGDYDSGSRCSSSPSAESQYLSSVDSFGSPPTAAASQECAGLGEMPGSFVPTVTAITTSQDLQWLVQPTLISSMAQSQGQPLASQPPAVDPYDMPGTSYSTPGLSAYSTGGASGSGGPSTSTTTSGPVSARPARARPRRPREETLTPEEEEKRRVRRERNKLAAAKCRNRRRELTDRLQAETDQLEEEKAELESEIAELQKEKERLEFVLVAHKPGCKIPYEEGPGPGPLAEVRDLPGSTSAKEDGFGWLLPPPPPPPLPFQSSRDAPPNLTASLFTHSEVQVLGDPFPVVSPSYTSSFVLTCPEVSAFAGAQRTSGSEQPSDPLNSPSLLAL
RTF Ca sens act: increases calcium sensitivity of human cardiac regulated thin filaments | 340,000 tested, 0.24% active | P19429+P45379 | activation, % at 7.2 µM | IANBD-labeled TnC RTF fluorescence at EC20 calcium; 0% EC20 calcium, 100% full calcium;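 active means activation above the mean over all tested compounds plus 3 SD, cut at about 30% in these data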;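 further: rise in fluorescence read as greater calcium sensitivity of cardiac thin filaments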
RTF Ca sens inh: cardiac RTF calcium desensitization. P19429+P45379. IANBD-labeled cardiac RTF, Ca2+ fluorescence. inhibition, % at 7.15 µM. 340,000 tested, 0.12% active;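 active means inhibition above the mean inhibition of all tested compounds plus 3 SD, cut at about 17% in these data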;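 further: assay run at fixed EC70 calcium of 1.6 mM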
Keap1-Nrf2 PPI: disrupts human Keap1 binding to Nrf2 peptide; Q14145; AID 504523; 340,000 tested, 0.15% active; Keap1 Kelch-Nrf2 peptide fluorescence polarization, 1536-well; inhibition, % at 9.4 µM; in the data active means inhibition above about 12%;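 further: human Keap1 Kelch domain with fluorescein labeled Nrf2 9mer peptide probe; 0% = neutral control wells and 100% = peptide positive control; higher means more block of Keap1 binding to Nrf2 peptide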
Target sequence (Q14145 whole entry, looked up, the tested form may be a part): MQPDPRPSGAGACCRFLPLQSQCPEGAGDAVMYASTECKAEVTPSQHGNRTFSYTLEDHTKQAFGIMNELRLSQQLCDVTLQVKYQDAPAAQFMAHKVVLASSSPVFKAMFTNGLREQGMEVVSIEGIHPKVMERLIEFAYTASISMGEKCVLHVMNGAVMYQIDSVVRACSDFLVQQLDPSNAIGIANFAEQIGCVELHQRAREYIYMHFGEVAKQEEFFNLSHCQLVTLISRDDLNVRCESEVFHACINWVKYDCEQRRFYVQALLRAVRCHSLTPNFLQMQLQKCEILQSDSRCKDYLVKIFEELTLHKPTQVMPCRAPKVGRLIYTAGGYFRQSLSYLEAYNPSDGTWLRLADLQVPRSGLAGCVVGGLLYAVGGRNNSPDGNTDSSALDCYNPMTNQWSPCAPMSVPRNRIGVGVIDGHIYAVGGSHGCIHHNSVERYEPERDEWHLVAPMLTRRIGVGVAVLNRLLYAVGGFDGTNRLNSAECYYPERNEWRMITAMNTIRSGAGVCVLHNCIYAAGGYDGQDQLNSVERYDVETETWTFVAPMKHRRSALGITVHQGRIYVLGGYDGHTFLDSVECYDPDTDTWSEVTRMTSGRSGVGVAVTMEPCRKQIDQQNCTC
Rtt109 HAT inh: inhibitors of Candida albicans Rtt109/Vps75 histone acetyltransferase. Q5AAJ8. purified Rtt109/Vps75, ThioGlo CoA-SH fluorescence, 4 h. inhibition, % at 34.9 µM. 330,000 tested, 0.16% active. AID 540336;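 active means inhibition of at least 50% in every replicate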
SUMO Mot1 rescue: SUMOylation pathway inhibition by Mot1-301 growth rescue; S. cerevisiae Mot1-301 growth rescue, ATP luminescence, 38.5C; percent above DMSO median, 100 means doubled; growth rescue, % at 18.8 µM; 320,000 tested, 1% active; AID 2716;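 active means every valid replicate shows activation above 250% relative to neutral control wells; inactive means the rest, any valid replicate at or below 250%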;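 further: OY570 slx delta 5 strain wells were the positive control but not used for scaling; some compounds called inactive have numbers as strong as hits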
LANA DNA inh: KSHV C-LANA DNA binding inhibition; 340,000 tested, 0.078% active; inhibition, % at 9 µM; MBP-C-LANA/FAM-LBS DNA binding, fluorescence polarization;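 active means highest replicate inhibition at or above 60% at 9 µM, even if other replicates fall short; inactive means all replicates below 60% inhibition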;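 further: 0% = neutral control wells and 100% = 4 µM acridine orange control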
CDK5 p35 inh: blocks human CDK5/p35 kinase activity | inhibition, % at 10 µM | Recombinant CDK5/p35, ADP-Glo luminescence, 60 min | 330,000 tested, 0.01% active | AID 488839;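 active means highest replicate inhibition of at least 50% and at least 75% of replicates reaching 50%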;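 further: plate controls were DMSO neutral control for no effect and GW8510 at 10 µM for full effect; many of its hits are not listed in these tables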
An asterisk follows results filed as active. Outcome played no part in choosing rows; overall some 3.2% were active at least once.

Results for Cc1ccc2c(CC(=O)Nc3ccc(N4CCN(C)CC4)cc3C)coc2c1 ?
PvdQ inh: -19; NSD2 HMT inh: 11; PfHsp90 set2: -9; dFosB act: -1; RTF Ca sens act: 1; RTF Ca sens inh: -7; Keap1-Nrf2 PPI: -1; Rtt109 HAT inh: 11; SUMO Mot1 rescue: -4; LANA DNA inh: -0.3; CDK5 p35 inh: -0.9

What do the screens show for `Cc1ccc2oc(C(=O)N(C)Cc3ccc(C)o3)c(C)c2c1`?
PvdQ inh: -4; NSD2 HMT inh: 10; PfHsp90 set2: -18; dFosB act: -2; RTF Ca sens act: 2; RTF Ca sens inh: -8; Keap1-Nrf2 PPI: -10; Rtt109 HAT inh: 5; SUMO Mot1 rescue: -15; LANA DNA inh: -0.8; CDK5 p35 inh: 0.7

What do the screens show for `NNC(=O)CN1C(c2cccc(Cl)c2)=Nc2ccc(Br)cc2C1c1ccccc1` (configuration not stated)?
PvdQ inh: 3; NSD2 HMT inh: -5; dFosB act: 9; RTF Ca sens act: 5; RTF Ca sens inh: -9; Keap1-Nrf2 PPI: 0; Rtt109 HAT inh: -2; SUMO Mot1 rescue: 70; LANA DNA inh: -1.1; CDK5 p35 inh: -1.3

Results for Cc1nc(Nc2nc(-c3ccccc3)cc(=O)[nH]2)nc2ccccc12 ?
PvdQ inh: -4; NSD2 HMT inh: 0; PfHsp90 set2: -4; dFosB act: -34; RTF Ca sens act: 4; RTF Ca sens inh: 1; Keap1-Nrf2 PPI: 4; Rtt109 HAT inh: 0; SUMO Mot1 rescue: 1; LANA DNA inh: -0.3; CDK5 p35 inh: 0.6

How did COc1cccc(NC(=O)COC(=O)C2CC2)c1 do in these assays?
PvdQ inh: 1; PfHsp90 set2: -1; dFosB act: 2; RTF Ca sens act: -4; RTF Ca sens inh: 3; Keap1-Nrf2 PPI: -6; Rtt109 HAT inh: 24; SUMO Mot1 rescue: -2; LANA DNA inh: 0.5; CDK5 p35 inh: -1.4

Results for Cc1c(C(=O)N2CCCCC2)c(S(=O)(=O)N(C)Cc2ccco2)c(C)n1C ?
PvdQ inh: -13; NSD2 HMT inh: -1; PfHsp90 set2: -11; dFosB act: -1; RTF Ca sens act: -2; RTF Ca sens inh: 0; Keap1-Nrf2 PPI: -4; Rtt109 HAT inh: -4; SUMO Mot1 rescue: 23; LANA DNA inh: 0.1; CDK5 p35 inh: -0.4

How did Cc1ncc(CN2CCCC(C(=O)Nc3ccc(-c4cccc(F)c4)cc3)C2)cn1 (configuration not stated) do in these assays?
PvdQ inh: -18; NSD2 HMT inh: -1; PfHsp90 set2: -20; dFosB act: -15; RTF Ca sens act: 4; RTF Ca sens inh: -11; Keap1-Nrf2 PPI: -1; Rtt109 HAT inh: 10; SUMO Mot1 rescue: 21; LANA DNA inh: 0.1; CDK5 p35 inh: -0.9

What do the screens show for `CC(C)(C)c1ccc(S(=O)(=O)O/N=C2/CCCCC2c2ccc([N+](=O)[O-])cc2[N+](=O)[O-])cc1` (configuration not stated)?
PvdQ inh: -8; NSD2 HMT inh: -3; PfHsp90 set2: 0; dFosB act: 2; RTF Ca sens act: -3; RTF Ca sens inh: 11; Keap1-Nrf2 PPI: -9; Rtt109 HAT inh: -13; SUMO Mot1 rescue: 10; LANA DNA inh: 0.6; CDK5 p35 inh: -2.0

What do the screens show for `O=C(CSc1nnc(Cc2ccc3c(c2)OCO3)n1C1CCCCC1)NC1CCCC1`?
PvdQ inh: -12; NSD2 HMT inh: -2; dFosB act: -6; RTF Ca sens act: 3; RTF Ca sens inh: -1; Keap1-Nrf2 PPI: -7; Rtt109 HAT inh: 7; SUMO Mot1 rescue: -10; LANA DNA inh: 0.6; CDK5 p35 inh: 0.0

Results for COc1cccc(S(=O)(=O)Nc2cccc(C(=O)N3CCCCCC3)c2)c1 ?
PvdQ inh: -9; NSD2 HMT inh: -3; PfHsp90 set2: 5; dFosB act: -8; RTF Ca sens act: 20; RTF Ca sens inh: 3; Keap1-Nrf2 PPI: 4; Rtt109 HAT inh: 1; SUMO Mot1 rescue: 14; LANA DNA inh: -2.0; CDK5 p35 inh: -1.8

Results for CCCN(C(=O)Cc1ccc(S(=O)(=O)N2CCOCC2)s1)c1c(N)n(Cc2ccccc2)c(=O)[nH]c1=O ?
PvdQ inh: -7; NSD2 HMT inh: 2; PfHsp90 set2: 12; dFosB act: -5; RTF Ca sens act: 1; RTF Ca sens inh: -13; Keap1-Nrf2 PPI: 3; Rtt109 HAT inh: -6; SUMO Mot1 rescue: 341; LANA DNA inh: 1.7; CDK5 p35 inh: -0.1

What do the screens show for `O=C1CC(=Nc2ccccc2)NN1c1ccccc1`?
PvdQ inh: -2; dFosB act: -6; RTF Ca sens act: -1; RTF Ca sens inh: -9; Keap1-Nrf2 PPI: 3; Rtt109 HAT inh: 0; SUMO Mot1 rescue: 40; LANA DNA inh: 2.7; CDK5 p35 inh: -1.5

What do the screens show for `Nc1cc(=O)[nH]c(SCC(=O)N2CCC(Cc3ccccc3)CC2)n1`?
PvdQ inh: -9; NSD2 HMT inh: 2; PfHsp90 set2: 39; dFosB act: -3; RTF Ca sens act: 0; RTF Ca sens inh: -14; Keap1-Nrf2 PPI: -2; Rtt109 HAT inh: -5; SUMO Mot1 rescue: 42; LANA DNA inh: -2.4; CDK5 p35 inh: 0.4

Results for COc1cccc(NC(=O)CN(C)C(=O)CC2Sc3ccccc3NC2=O)c1 (configuration not stated) ?
PvdQ inh: 2; NSD2 HMT inh: -1; PfHsp90 set2: 0; dFosB act: -5; RTF Ca sens act: -2; RTF Ca sens inh: -5; Keap1-Nrf2 PPI: 2; Rtt109 HAT inh: -17; SUMO Mot1 rescue: 6; LANA DNA inh: 0.0; CDK5 p35 inh: 0.4

What do the screens show for `COc1ccc(C(=O)COC(=O)CCCn2c(=O)oc3ccccc32)cc1`?
PvdQ inh: -6; NSD2 HMT inh: -3; PfHsp90 set2: -120; dFosB act: -8; RTF Ca sens act: -2; RTF Ca sens inh: -1; Keap1-Nrf2 PPI: -1; Rtt109 HAT inh: -21; SUMO Mot1 rescue: 233; LANA DNA inh: -2.8; CDK5 p35 inh: -0.5

How did CCOC(=O)c1c(C)[nH]c(C(=O)OCc2ccccc2F)c1C do in these assays?
PvdQ inh: -19; NSD2 HMT inh: -1; PfHsp90 set2: -1; dFosB act: 2; RTF Ca sens act: 0; RTF Ca sens inh: -6; Keap1-Nrf2 PPI: -2; Rtt109 HAT inh: -33; SUMO Mot1 rescue: 76; LANA DNA inh: 0.8; CDK5 p35 inh: 1.1

What do the screens show for `COc1ccc(CCNC(=O)C(C)OC(=O)c2cccs2)cc1OC` (configuration not stated)?
PvdQ inh: -1; NSD2 HMT inh: -4; PfHsp90 set2: 8; dFosB act: 0; RTF Ca sens act: -8; RTF Ca sens inh: -5; Keap1-Nrf2 PPI: -2; Rtt109 HAT inh: 13; SUMO Mot1 rescue: -9; LANA DNA inh: -0.9; CDK5 p35 inh: -2.2

What do the screens show for `Cc1ccc(S(=O)(=O)N(C)C)cc1NC(=O)COC(=O)C1CC(=O)N(c2ccc3c(c2)OCCO3)C1` (configuration not stated)?
PvdQ inh: -6; NSD2 HMT inh: -1; dFosB act: -2; RTF Ca sens act: -3; RTF Ca sens inh: -6; Keap1-Nrf2 PPI: -1; Rtt109 HAT inh: 2; SUMO Mot1 rescue: 15; LANA DNA inh: -0.4; CDK5 p35 inh: 0.4

How did Cc1c(C(=O)N2CCCC2)sc(NC(=O)c2cccc(Cl)c2)c1C#N do in these assays?
PvdQ inh: 20; NSD2 HMT inh: 1; PfHsp90 set2: -10; dFosB act: -5; RTF Ca sens act: -1; RTF Ca sens inh: 4; Keap1-Nrf2 PPI: 1; SUMO Mot1 rescue: 5; LANA DNA inh: 0.6; CDK5 p35 inh: 1.1

What do the screens show for `C/C(=N/NC(=O)c1cc(-c2cccc([N+](=O)[O-])c2)n[nH]1)c1cccc(O)c1`?
PvdQ inh: -17; NSD2 HMT inh: -3; PfHsp90 set2: 10; dFosB act: 2; RTF Ca sens act: 2; RTF Ca sens inh: -13; Keap1-Nrf2 PPI: -4; Rtt109 HAT inh: -1; SUMO Mot1 rescue: -13; LANA DNA inh: -1.0; CDK5 p35 inh: 0.8

How did NC(=O)NC(CC(=O)NCCCc1ccccc1)c1ccccc1Cl (configuration not stated) do in these assays?
PvdQ inh: -10; NSD2 HMT inh: -17; PfHsp90 set2: -14; dFosB act: -8; RTF Ca sens act: 6; RTF Ca sens inh: -7; Keap1-Nrf2 PPI: 0; Rtt109 HAT inh: -12; SUMO Mot1 rescue: 11; LANA DNA inh: -0.2; CDK5 p35 inh: -0.7

How did CCOc1ccc(N/C=C/C(=O)c2ccc(OC)c(OC)c2)cc1 do in these assays?
PvdQ inh: -6; NSD2 HMT inh: 0; PfHsp90 set2: -2; dFosB act: 2; RTF Ca sens act: 1; RTF Ca sens inh: -10; Keap1-Nrf2 PPI: 0; Rtt109 HAT inh: 2; SUMO Mot1 rescue: 137; LANA DNA inh: -2.3; CDK5 p35 inh: -1.5

Results for O=c1ccnc(SCCc2ccccc2)[nH]1 ?
PvdQ inh: -9; NSD2 HMT inh: -1; PfHsp90 set2: 1; dFosB act: -2; RTF Ca sens act: -1; RTF Ca sens inh: -7; Keap1-Nrf2 PPI: -7; Rtt109 HAT inh: 1; SUMO Mot1 rescue: -10; LANA DNA inh: 0.3; CDK5 p35 inh: 0.6

Results for CC(=O)Nc1ccc(OCc2cnc(Cl)s2)cc1 ?
PvdQ inh: -1; NSD2 HMT inh: -1; PfHsp90 set2: 14; dFosB act: -2; RTF Ca sens act: -2; RTF Ca sens inh: 3; Keap1-Nrf2 PPI: -1; SUMO Mot1 rescue: 22; LANA DNA inh: -1.1; CDK5 p35 inh: -0.2

How did CC1(C)CC(NC(=S)NC(=O)c2cc(Br)ccc2Cl)CC(C)(C)N1 do in these assays?
PvdQ inh: -5; NSD2 HMT inh: -2; dFosB act: -7; RTF Ca sens act: -2; RTF Ca sens inh: -5; Keap1-Nrf2 PPI: 1; Rtt109 HAT inh: -1; SUMO Mot1 rescue: 38; LANA DNA inh: -1.0; CDK5 p35 inh: -0.1

What do the screens show for `CCCCNC(=O)CCCn1c(=S)[nH]c2cc3c(cc2c1=O)OCO3`?
PvdQ inh: -9; NSD2 HMT inh: 0; PfHsp90 set2: -21; dFosB act: -1; RTF Ca sens act: 1; RTF Ca sens inh: -1; Keap1-Nrf2 PPI: 0; Rtt109 HAT inh: -2; SUMO Mot1 rescue: -19; LANA DNA inh: 0.7; CDK5 p35 inh: -3.3

What do the screens show for `COc1ccccc1OC(C)C(=O)Nc1ccccc1C(=O)NCc1cccnc1` (configuration not stated)?
PvdQ inh: -1; NSD2 HMT inh: 3; PfHsp90 set2: -15; dFosB act: -3; RTF Ca sens act: -8; RTF Ca sens inh: -14; Keap1-Nrf2 PPI: 2; Rtt109 HAT inh: -1; SUMO Mot1 rescue: 131; LANA DNA inh: 0.5; CDK5 p35 inh: 2.2
